TNAP inh noacc = inhibitors of human TNAP without phosphate acceptor; inhibition, % at 20 µM; AID 1012; 200,000 tested, 0.26% active; P05186; purified TNAP, CDP-star luminescence, 30 min;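 active = tissue-nonspecific alkaline phosphatase inhibition above about 50% at 20 µM in the single-dose screen, limit read from the data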;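 also: 0% = DMSO negative control and 100% = EDTA positive control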
Target sequence (P05186 whole entry, looked up): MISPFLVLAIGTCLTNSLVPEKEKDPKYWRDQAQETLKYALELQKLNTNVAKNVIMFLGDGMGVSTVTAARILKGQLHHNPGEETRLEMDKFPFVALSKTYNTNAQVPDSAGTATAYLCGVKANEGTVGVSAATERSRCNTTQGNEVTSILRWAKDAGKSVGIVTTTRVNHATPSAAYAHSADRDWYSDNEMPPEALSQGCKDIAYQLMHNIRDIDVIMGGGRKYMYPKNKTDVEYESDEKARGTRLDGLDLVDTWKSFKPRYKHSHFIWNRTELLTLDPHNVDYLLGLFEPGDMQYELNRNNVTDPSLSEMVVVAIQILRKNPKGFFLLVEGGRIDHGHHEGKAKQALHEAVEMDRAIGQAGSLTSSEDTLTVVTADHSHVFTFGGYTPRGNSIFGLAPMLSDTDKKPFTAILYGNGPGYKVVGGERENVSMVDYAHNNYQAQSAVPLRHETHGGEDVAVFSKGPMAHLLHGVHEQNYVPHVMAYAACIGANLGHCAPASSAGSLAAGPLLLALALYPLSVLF
TNAP inh hiacc = blocks human TNAP under high phosphate acceptor concentration. P05186. purified TNAP, CDP-star luminescence, 1 M DEA. inhibition, % at 20 µM. 200,000 tested, 0.03% active. AID 1135;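 active = over 50% inhibition of tissue-nonspecific alkaline phosphatase at 20 µM in the single-dose screen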;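 also: plate controls were DMSO wells for no effect and EDTA-quenched wells as full inhibition for full effect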
DTT redox prof = compounds producing H2O2 with reducing agent – biochemical, NIH compound library profiling, artefact control for MLSCN library redox annotation, primary screen. 200,000 tested, 0.03% active. DTT-dependent redox cycling H2O2, phenol red/HRP absorbance; 100% = 100 µM peroxide control, 0% = buffer. activation, % at 10 µM;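 active = activation of at least 50% relative to the plate's high and low controls in the primary single-dose screen; inactive = activation below 50%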;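 also: compound incubated with DTT at 0.8 mM final as the reducing agent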
HMGR II inh = E. faecalis class II HMG-CoA reductase inhibition; purified E. faecalis HMGR, NADPH absorbance 340 nm kinetic; inhibition, % at 10 µM; 190,000 tested, 0.41% active; AID 1066;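 active = inhibition above a set limit, the median over all tested compounds plus 3 SD, cut at about 9.5% in these data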;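 also: enzyme runs in reverse so mevalonate oxidation gives rising NADPH absorbance; 0% = complete reaction with DMSO and 100% = background rate lacking mevalonate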
Hsp70 act = Hsp70 transcriptional activation, primary screen. HeLa Hsp70 promoter luciferase reporter, luminescence; scaled: vehicle 0, proteasome-inhibitor control 100%. activation, % at 10 µM. 200,000 tested, 0.04% active. AID 1203;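 active = activation above the mean across all tested compounds plus 3 SD, cutoff set per campaign, cut at about 5.5% in these data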;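 also: 100% = MG132 at 30 µM as the positive control and 0% = DMSO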
PMI activator = activators of human phosphomannose isomerase; activation factor at 20 µM; purified human PMI, coupled resazurin fluorescence, 20 min; active compounds read high; 1 = vehicle control, 0 substrate-free wells; AID 1214; 190,000 tested, 0.005% active;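 active = activation factor of 2 or more at 20 µM, relative to plate controls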
PMI act satM6P = activators of human phosphomannose isomerase at near-saturating mannose 6-phosphate. P34949. coupled PMI enzyme assay, resazurin fluorescence, 20 min; active compounds read high; 1 = untreated enzyme, 0 = substrate-free blank. activation factor at 20 µM. 190,000 tested, 0.34% active;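 active = activation factor of 2 or more at 20 µM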
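Technique: Diaphorase-driven resazurin-to-resorufin fluorescence, excitation 544, emission 590 nm | Assay system: Human PMI in coupled enzyme assay | Times: Enzyme reaction with compound 20 min at room temperature | Medium: HEPES-buffered pH 7.4 with magnesium and detergent | Reagent: Mannose-6-phosphate 1.0 mM (near-saturating) plus 0.22 mM NADP+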
S1P3 antag = S1P3 (human) receptor antagonism; Q99500; CHO S1P3 NFAT-BLA reporter, FRET fluorescence, antagonist mode; inhibition, % at 4.98 µM; 170,000 tested, 0.27% active; AID 485;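 active = inhibition above the plate cutoff, the mean inhibition of test wells on that plate plus 3 SD, cut at about 28% in these data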;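 also: cells challenged with S1P at its EC80 of 0.8 µM; blue over green emission ratio from cleaved BLA substrate after 4 h stimulation; 0% = S1P-stimulated wells and 100% = unstimulated DMSO-only wells; some compounds past the cut are filed as inactive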
Target sequence (Q99500 whole entry, looked up): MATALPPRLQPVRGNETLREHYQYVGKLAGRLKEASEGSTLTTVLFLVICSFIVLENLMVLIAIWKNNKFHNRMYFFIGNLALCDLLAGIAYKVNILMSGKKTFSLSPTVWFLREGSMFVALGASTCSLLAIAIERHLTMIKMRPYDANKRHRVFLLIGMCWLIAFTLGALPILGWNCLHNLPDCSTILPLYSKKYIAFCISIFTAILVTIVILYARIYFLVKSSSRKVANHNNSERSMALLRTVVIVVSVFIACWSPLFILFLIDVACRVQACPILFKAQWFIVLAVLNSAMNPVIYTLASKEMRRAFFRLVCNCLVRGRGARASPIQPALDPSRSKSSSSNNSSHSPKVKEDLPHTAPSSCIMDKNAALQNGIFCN
RAM network inh = blocks the yeast RAM network | AID 868 | S. cerevisiae dse1pr::URA3 reporter, 5-FOA growth OD615, 2 d; analog-sensitive cbk1-as2 kinase mutant strain | inhibition, % at 50 µM | 190,000 tested, 1.8% active;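 active = inhibition above a set limit, 3 SD over mean compound inhibition, cut at about 8.4% in these data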;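 also: 0% = DMSO-only wells with no growth and 100% = 10 µM 1-NA-PP1 full growth; inhibition rescues growth on 5-FOA so higher OD means more RAM inhibition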
Lmaj promast = Leishmania major promastigote growth inhibition; Leishmania major promastigotes, resazurin fluorescence viability; inhibition, % at 10 µM; 200,000 tested, 9% active; AID 1063; in the data active = inhibition above about 50%;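 also: promastigotes grown with compound for 44 hours at 28 °C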
* = called active by the depositor; . = no result given.

The line under a structure holds: TNAP inh noacc	TNAP inh hiacc	DTT redox prof	HMGR II inh	Hsp70 act	PMI activator	PMI act satM6P	S1P3 antag	RAM network inh	Lmaj promast
Cc1nn(-c2ccccc2)c(Cl)c1/C=N/NC(=O)CNc1n[nH]c(=O)[nH]c1=O
 : -8	-2	-0.7	-5	0.5	1.1	1	0	1.6	-9
Cc1cccc2cc(CN(Cc3nnnn3Cc3ccco3)C3CCCC3)c3nnnn3c12
 : -6	0	1.6	0	-0.1	0.8	0.9	24	3.2	59*
NNC(=O)CNC(c1ccccc1)c1cc(Br)ccc1NC(=O)c1cccc(Cl)c1 (centres undefined)
 : -2	3	-0.3	0	-0.3	0.9	0.9	8	-0.1	6
COc1cccc(-c2nn3c(-c4cc(C)[nH]n4)nnc3s2)c1
 : -33	-9	4.6	-3	0.1	0.8	1.1	9	6.3	25
Cc1cc(C)c(COCc2cc(/C=N/O)c(C)cc2C)cc1/C=N/O
 : -10	0	0.7	-3	-0.2	0.8	0.8	.	1.8	89*
CCC(C)(C)C(=O)Nc1ncc(S(=O)(=O)c2ccc([N+](=O)[O-])cc2)s1
 : -14	-6	3.2	-1	-0.3	0.9	0.9	.	0.8	81*
CCN1C(C(=O)c2ccccc2)=C(Nc2ccccc2C)c2ccccc2S1(=O)=O
 : 7	11	0.6	1	-0.1	1	1	5	4.4	49
COc1ccccc1/C=C1\SC(=S)N(CC(=O)Nc2nnc(C)s2)C1=O
 : -11	2	-0.2	-6	0.3	1	1.1	-17	4.1	-3
Fc1ccccc1N1CCN(Cc2cccnc2)CC1
 : -12	-8	-0.1	6	-0.1	1.2	1.1	-6	1.2	-9
COc1ccccc1-n1nc(C)c(-c2ccccc2)c1N
 : -16	-1	-0.7	1	-0.3	1.1	1	10	-0.2	-2
O=C1c2oc3ccc(Cl)cc3c(=O)c2C(c2cccc(Br)c2)N1CCO (centres undefined)
 : -15	-6	0.3	-5	-0.1	1	1	12	1.6	8
COc1cc(OC)c2c(c1)OC(c1ccc(OC)c(OC)c1)C(O)C2=O (centres undefined)
 : -8	-4	-0.2	-1	0.0	0.9	1	-37	2.8	-6
C/C(=N\NC(=O)C(O)(c1ccccc1)c1ccccc1)c1ccc(C)o1
 : -3	1	-0.1	-4	-0.2	1.1	0.9	12	1.8	5
C/C(CC(=O)Nc1cccc(F)c1)=N\NC(=O)C(=O)NC1CCCCC1
 : -13	-4	3.3	-2	-0.2	0.9	1	7	0.4	2
COc1cc(CNc2ccc(N3CCOCC3)cc2)cc(Br)c1OC
 : -13	-7	-1.1	0	0.5	1	0.9	-7	3.1	-7

Next section, overlapping the part above by 2 compounds.
The line under a structure holds: TNAP inh noacc	TNAP inh hiacc	DTT redox prof	HMGR II inh	Hsp70 act	PMI activator	PMI act satM6P	S1P3 antag	RAM network inh	Lmaj promast
C/C(CC(=O)Nc1cccc(F)c1)=N\NC(=O)C(=O)NC1CCCCC1
 : -13	-4	3.3	-2	-0.2	0.9	1	7	0.4	2
COc1cc(CNc2ccc(N3CCOCC3)cc2)cc(Br)c1OC
 : -13	-7	-1.1	0	0.5	1	0.9	-7	3.1	-7
Nc1nonc1OCCOCCOCCOc1nonc1N
 : -7	-1	0.1	-1	-0.1	1	1	-45	-0.3	-6
CC(C)OCCCn1c(NN)nc2ccccc2c1=O
 : 8	1	-0.5	1	0.0	1.4	1.2	-16	0.3	-4
O=C(C[n+]1cc(-c2ccc(F)cc2)n2c1CCC2)Nc1nc(-c2ccc(F)cc2)cs1
 : -2	-6	0.2	-3	-0.4	1.1	1	0	-0.4	-6
COc1ccc(S(=O)(=O)Nc2ccccc2C(=O)NC(C)(C)C)cc1OC
 : -10	-4	-0.2	-1	-0.4	1	1	.	4.0	-8
NNc1nc(N)c2c(n1)-c1ccccc1CC21CCCC1
 : -4	0	0.3	-2	-0.4	0.9	0.9	17	1.6	100*
Cc1nn(Cc2ccc(Cl)cc2)c(C)c1NC(=O)C(c1ccccc1)c1ccccc1
 : 4	-5	0.2	2	0.1	0.9	0.9	1	3.6	99*
O=[N+]([O-])c1ccccc1NCc1ccc(Cl)cc1
 : 11	12	2.5	-2	0.1	1	1	.	0.9	-7
CC(C)CC(=O)OCc1cn(-c2ccccc2)nn1
 : -12	-4	2.8	-4	0.0	1.1	1.1	.	1.1	-7
CCCCOc1cccc(C(=O)NC(=S)Nc2cccc(NC(=O)c3ccccc3Cl)c2)c1
 : -4	0	0.2	1	0.1	0.8	1	5	3.5	20
O=c1[nH]c(SCc2ccccc2Cl)nc2[nH]ncc12
 : -56	-3	0.1	2	-0.1	1.1	1.1	-6	4.5	-7
CCN(CC)CCNC(=O)Cn1nc(Cc2ccccc2)c2ccccc2c1=O
 : -13	-6	-0.1	5	-0.4	1	1	-67	-0.3	1
Cc1ccc(-c2noc(CSc3nnc(-c4ccncc4)n3-c3ccc(F)cc3)n2)cc1
 : -6	-2	-0.1	4	0.0	0.9	1	.	2.4	17
CCn1c(SCC(=O)OC)nnc1C1CCCCC1
 : -3	-5	1.6	-6	-0.3	1.1	1	.	2.0	-6
N#Cc1c(N)nc2c(c1-c1ccc(F)cc1)c(=O)nc1sccn12
 : -12	-4	0.5	-6	-0.3	1	0.9	-8	1.6	-3
O=C(COc1ccc(Cl)cc1)N1CCN(C(=O)c2cccs2)CC1
 : -14	-6	0.2	-1	-0.3	1	1	-13	-0.2	-4

One compound at a time (already shown). Order of values: TNAP inh noacc, TNAP inh hiacc, DTT redox prof, HMGR II inh, Hsp70 act, PMI activator, PMI act satM6P, S1P3 antag, RAM network inh, Lmaj promast
Shown for `CC(C)CC(=O)OCc1cn(-c2ccccc2)nn1` = -12, -4, 2.8, -4, 0.0, 1.1, 1.1, ., 1.1, -7
Shown for `Cc1nn(Cc2ccc(Cl)cc2)c(C)c1NC(=O)C(c1ccccc1)c1ccccc1` = 4, -5, 0.2, 2, 0.1, 0.9, 0.9, 1, 3.6, 99*
Shown for `O=C(COc1ccc(Cl)cc1)N1CCN(C(=O)c2cccs2)CC1` = -14, -6, 0.2, -1, -0.3, 1, 1, -13, -0.2, -4

Next part
The line under a structure holds: TNAP inh noacc	TNAP inh hiacc	DTT redox prof	HMGR II inh	Hsp70 act	PMI activator	PMI act satM6P	S1P3 antag	RAM network inh	Lmaj promast
Cc1ccnc(NC(=O)Nc2ccc3c(c2)N(C)C(=O)CS3)c1
 : -9	-4	0.8	-5	0.1	1.1	1	5	0.9	8
c1ccc(-c2nnnn2CCOCCn2nnnc2-c2ccccc2)cc1
 : 2	4	0.2	-3	1.7	0.9	0.9	-33	1.4	-4
Cc1cccc(-n2c(O)c(/C=N/NC(=O)c3ccccc3Cl)c3ccccc3c2=O)n1
 : -34	0	0.4	-12	-0.5	1.2	1.3	3	0.2	-6
O=C(Cc1sc(-c2ccccc2)nc1-c1ccccc1)Nc1ccccc1
 : -10	-5	0.1	0	-0.5	0.9	0.9	.	3.1	7
CNc1nc(Nc2ccc(C(C)=O)cc2)nc(OC(C(F)(F)F)C(F)(F)F)n1
 : -8	-2	-0.1	2	-0.2	0.9	1	.	1.7	20
Cc1ccc(-c2csc(NC(=O)c3cccc([N+](=O)[O-])c3)n2)cc1
 : -11	-1	1.8	4	0.1	1.1	1	.	4.8	0
CC1Cc2ccccc2N1C(=O)c1cccnc1 (centres undefined)
 : -8	-5	0.0	-1	-0.4	1	1	0	1.8	-4
O=C(CN1CCOCC1)Nc1ccccc1-c1ccccc1
 : -4	-1	-0.4	4	-0.3	0.9	0.9	-4	0.3	-2
O=C(CN1C(=O)C2C3C=CC(C4CC34)C2C1=O)Oc1ccccc1 (centres undefined)
 : -6	-3	-0.7	-3	-0.1	0.9	0.9	-24	0.2	-7
Cc1ccc(NC(=O)CCNS(=O)(=O)c2cccc3nonc23)cc1Cl
 : -15	-6	-1.6	0	0.0	1	0.9	-3	4.5	17
O=C(CSc1nc2c(cnn2-c2ccccc2)c(=O)[nH]1)N1CCOCC1
 : -4	2	1.2	-1	0.0	0.9	1	4	3.8	-1
Cc1ccc(S(=O)(=O)N2CCN(C(=O)c3ccc(Cl)nc3)CC2)cc1
 : -2	-2	-0.6	4	-0.2	1	1	-20	0.8	-3
CN1CCN(C(=S)NC(=O)c2ccc(Cl)cc2)CC1
 : -2	-2	-0.6	.	-0.5	0.8	0.9	-12	2.0	-8
CN(C)CCN(C(=O)c1cccc(Cl)c1)c1nc2c(Cl)cccc2s1
 : -1	3	0.4	-5	-0.4	0.9	0.9	2	0.0	-1
COc1cccc(Cn2cnc3c(NS(=O)(=O)c4ccc(Cl)cc4)c(C)c(C)cc32)c1
 : -39	2	1.3	-5	-0.3	0.9	0.8	.	1.7	50*

Carrying on:
The line under a structure holds: TNAP inh noacc	TNAP inh hiacc	DTT redox prof	HMGR II inh	Hsp70 act	PMI activator	PMI act satM6P	S1P3 antag	RAM network inh	Lmaj promast
CCCc1nnc(SCc2ccc(OC)cc2)n1N
 : -10	-3	0.0	-1	-0.4	0.8	0.9	-6	1.4	-4
O=C(CN1C(=O)C2CC=CCC2C1=O)NC1CCCc2ccccc21 (centres undefined)
 : 1	7	-0.1	0	-0.2	1	1	.	0.1	-3
O=S(=O)(NCC(c1ccco1)N1CCN(c2ccccc2F)CC1)c1ccc2c(c1)OCCO2 (centres undefined)
 : -6	-1	0.7	-8	-0.4	0.9	1	7	0.6	11
CC(Sc1nc(=O)cc(N)n1CCc1ccccc1)C(=O)NCc1ccccc1 (centres undefined)
 : -7	-3	-0.1	-5	-0.2	1	1	-9	1.2	-6
CCn1c(SCC(=O)NCCc2ccccc2)nnc1-c1ccco1
 : 7	2	3.8	1	-0.5	1.2	1.1	-8	0.0	-6
COc1ccc(/C(O)=C2\C(=O)C(=O)N(CCN(C)C)C2c2cccc(OC)c2OC)cc1Cl (centres undefined)
 : -5	-5	-0.1	-1	0.1	1.4	1.5	.	0.7	-4
C=CCN(CC=C)CCOc1cc(C)ccc1[N+](=O)[O-]
 : -4	-2	-0.6	-7	-0.1	0.9	0.7	-11	0.4	17
O=c1c(C(c2ccccc2)c2c(O)nc3n(c2=O)CCCS3)c(O)nc2n1CCCS2
 : -10	-4	1.4	-4	-0.1	0.9	1	.	2.0	-4
C/C(=N\NC(=O)COc1ccc(C(C)(C)C)cc1)c1cc2ccccc2o1
 : -12	6	0.0	1	0.0	1	1	-6	3.0	7
COCCCN(CCCN)Cc1ccco1
 : 5	5	-0.1	2	-0.4	1	1	-16	-0.1	-6
Cc1cc(O)ccc1N/C=C/c1onc(C)c1[N+](=O)[O-]
 : 18	40	1.5	0	0.4	1	0.8	-11	0.1	-5
CC1Cc2ccccc2N1C(=O)COC(=O)c1c2c(nc3ccccc13)CCCCC2 (centres undefined)
 : -16	0	0.4	-6	-0.3	0.8	0.9	-32	-0.9	14
CCOC(=O)c1cc(-c2cccs2)nc2onc(C)c12
 : -7	-1	0.2	-2	-0.3	1	0.9	-6	4.0	2
Cc1ccc(NC2c3ncccc3C(=O)N2Cc2ccco2)c(C)c1 (centres undefined)
 : -14	-4	-1.0	-3	-0.3	1	1	3	-0.4	3

Compound activity as filed in PubChem.
